NPY Y2 blocker: NPY-Y2 receptor antagonists, primary screen, cell-based. Neuropeptide Y receptor type 2 (Homo sapiens), P49146. NPY-Y2 expressing cells, antagonist mode. inhibition, % at 2.7 µM. 140,000 tested, 0.99% active; in the data active = inhibition above about 17%;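 also: 0% = vehicle with agonist challenge and 100% = reference antagonist with challenge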
Target sequence (P49146 whole entry, looked up): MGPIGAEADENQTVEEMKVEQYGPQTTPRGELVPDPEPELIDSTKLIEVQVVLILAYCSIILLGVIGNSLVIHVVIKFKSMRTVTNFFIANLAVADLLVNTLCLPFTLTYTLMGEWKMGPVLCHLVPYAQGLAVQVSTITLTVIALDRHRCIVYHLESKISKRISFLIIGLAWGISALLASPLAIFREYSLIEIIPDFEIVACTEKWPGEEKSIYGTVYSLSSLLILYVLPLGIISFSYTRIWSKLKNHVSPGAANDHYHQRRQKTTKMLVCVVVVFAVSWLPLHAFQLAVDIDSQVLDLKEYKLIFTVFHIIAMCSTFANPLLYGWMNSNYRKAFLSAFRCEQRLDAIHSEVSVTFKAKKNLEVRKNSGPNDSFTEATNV
Measles CPE: compounds protecting cells from measles virus cytopathic effect, primary screen, measles RdRp inhibitor project, single point, MLSMR library, absorbance | AID 841, 2007 | Measles virus-infected cells, CPE protection | protection (pct of control), % at 4 µM | 140,000 tested, 1.5% active; in the data active = protection mostly above about 24%, no sharp cut-off; inactive = mostly below about 26%; also: some compounds called inactive have numbers as strong as hits
MRP-1 activ: H69AR viability gain despite doxorubicin, primary screen, MRP-1 activator project, H69AR cells, CellTiter-Glo. viability rescue. viability increase, % at 10 µM. 140,000 tested, 0.61% active. AID 799, 2007;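 active = viability gain under doxorubicin at or above a set limit, the compound median plus 3 SD, cut at about 4.7% in these data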;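 also: MRP-1 overexpressing cells given doxorubicin 25 µM after compound pretreatment; 18-22 h compound pretreatment then 72 h with doxorubicin before readout; 0% = doxorubicin-only wells and 100% = vehicle-treated cells without doxorubicin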
PTEN del growth: growth suppression of PTEN-null HCT116, primary screen, cell-based, CellTiter-Glo | HCT116 PTEN-null viability, 60 h; active compounds read low | viability, % at 10 µM | 140,000 tested, 1.2% active | AID 827, 2007;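 active = viability at or below a set limit, 4 SD under the median of all tested compounds, cut at about 3.7% in these data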;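 also: PTEN knockout HCT116 line with beta catenin targeted HCT116 as companion control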
Phagocytosis inh: inhibitors of macrophage phagocytosis, primary screen, imaging, J774A.1 cells, IgG beads; J774A.1 macrophage IgG-bead phagocytosis; inhibition, % at 5 µM; 110,000 tested, 0.07% active; AID 1029, 2008;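 active = inhibition above the mean of the plate negative controls plus 5 SD, cut at about 13% in these data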;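 also: phagocytic index as fraction of beads internalized from green versus red external bead signal; plate controls were DMSO negative control for no effect and cytochalasin-D positive control for full effect; some results beyond the cut were filed as inactive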
E-sel TNF inh: E-selectin induction blockers in HUVEC – imaging, immunofluorescence, high content, primary screen. AID 1246, 2008. inhibition, % at 2 µM. HUVEC TNFa-induced E-selectin immunofluorescence. 120,000 tested, 0.71% active;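 active = inhibition above the batch mean plus 3 SD, and confirmed as a hit on visual image review, cut at about 43% in these data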;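 also: 0% = TNF-stimulated DMSO wells and 100% = unstimulated control wells; not every result past the cut was called active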
GALR2 antag: GALR2 antagonists in receptor-expressing cells, primary screen; Galanin receptor type 2 (Homo sapiens), O43603; antagonist mode; inhibition, % at 4 µM; 140,000 tested, 0.39% active; AID 828, 2007; in the data active = inhibition above about 27%;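 also: cells stimulated with galanin 1-16 at roughly its EC80; 0% = agonist challenge control and 100% = basal control without agonist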
Target sequence (O43603 whole entry, looked up): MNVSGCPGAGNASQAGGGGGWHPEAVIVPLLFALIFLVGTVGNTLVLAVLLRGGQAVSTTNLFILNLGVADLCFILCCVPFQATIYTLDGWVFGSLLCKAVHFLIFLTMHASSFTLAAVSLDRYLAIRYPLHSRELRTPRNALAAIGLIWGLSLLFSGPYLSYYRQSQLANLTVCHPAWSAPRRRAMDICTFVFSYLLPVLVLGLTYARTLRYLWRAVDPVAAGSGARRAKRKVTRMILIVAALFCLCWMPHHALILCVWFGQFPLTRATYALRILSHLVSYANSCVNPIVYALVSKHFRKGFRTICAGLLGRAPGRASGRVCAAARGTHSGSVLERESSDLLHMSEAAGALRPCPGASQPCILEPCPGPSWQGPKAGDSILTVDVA
bCat KO growth: primary screen for growth suppressors in beta-catenin knockout HCT116 cells (colon tumor, human). HCT116 beta-catenin knockout viability, CellTiter-Glo, 60 h; active compounds read low. viability, % at 10 µM. 140,000 tested, 1.5% active. AID 818, 2007;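 active = viability at or under a set limit, the compound median less 4 SD, cut at about 6% in these data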;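 also: 0% = Hyamine 1622 control at 20 µM and 100% = untreated cell control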
BB579 growth dn: growth inhibitors of yeast BB579 in restrictive medium, primary screen, yeast lifespan-shortening project, S. cerevisiae. OD615, 48 h. 140,000 tested, 0.51% active. inhibition, % at 10 µM;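 active = inhibition above a set limit, 3 SD over the mean compound inhibition, cut at about 44% in these data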; also: inactives centre near -24
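Test system: DeaD yeast strain BB579 / Buffer or medium: restrictive glucose-based CSMM-D medium / Doses: single 10 µM dose / Schedule: 4 h cell preincubation, 48 h compound exposure, 30 °C humidified / Technique: culture absorbance at 615 nm / Controls: amphotericin B positive control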
Yeast life ext: compounds extending yeast replicative lifespan, primary screen, S. cerevisiae, OD615; 130,000 tested, 0.68% active; S. cerevisiae growth with nicotinamide; deaD strain in restrictive glucose medium; inhibition of the nicotinamide effect, % at 10 µM;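 active = inhibition above a set limit, placed 3 SD over the median of all compounds, cut at about 26% in these data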;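 also: 0% = nicotinamide-treated wells and 100% = cells grown without nicotinamide; some compounds called inactive have numbers as strong as hits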
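Assay system: engineered S. cerevisiae DeaD replicative-lifespan strain, galactose-grown log-phase cells; medium: restrictive CSMM-D dextrose medium; also added: nicotinamide, 1.5 mM, co-present with compound; schedule: 48 h compound exposure at 30 °C, humidified; detection: absorbance at 615 nm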
The depositor's hits bear a star; / = not tested or not shown.

SMILES,NPY Y2 blocker,BB579 growth dn,PTEN del growth,GALR2 antag,Yeast life ext,Phagocytosis inh,E-sel TNF inh,Measles CPE,MRP-1 activ,bCat KO growth
CCn1c2ccccc2c2cc(N)ccc21,0,-38,69,-8,-6,-1,-33,5,-2.8,64
CCN(C(=O)c1ccco1)c1nc(CC(=O)Nc2ccc(Cl)cc2)cs1,2,-64,76,-5,1,0,/,14,-1.6,82
COc1ccc2c(Cl)c(C(=O)NCCCn3ccnc3)sc2c1,3,-1,81,12,-18,-5,6,2,-2.7,89
Cc1cccc(C)c1NC(=O)COc1ccccc1C(=O)Nc1ccc(Br)cn1,7,4,81,11,-4,/,-46,5,-3.0,64
COc1cc(OC)cc(-c2nc3ccccc3c(=O)o2)c1,-1,-20,82,-2,/,/,-8,5,-2.3,75
S=C(c1ccc(-c2ccc(Cl)c(Cl)c2)o1)N1CCOCC1,3,-53,77,1,-15,0,-36,1,3.2,92
COCCn1nnnc1C(C(C)C)N(Cc1cccnc1)Cc1ccccc1Cl (centres undefined),2,-24,88,3,3,5,0,8,-1.8,83
CCn1c(SCC(=O)Nc2nc(-c3ccccc3)cs2)nnc1-c1ccccc1O,-1,-1,49,11,-20,0,5,19,-3.1,51
COc1cccc(C2NC(=O)c3ccccc3O2)c1OC (centres undefined),2,-64,115,7,-7,2,-2,18,-1.0,96
CN(C)S(=O)(=O)c1cc(NC(=O)CN2CCN(c3ccccc3)CC2)ccc1Cl,8,-26,77,-4,-3,/,-13,5,-0.4,88
COc1ccccc1N1CCN(C(=O)c2oc3cc(C)cc(C)c3c2C)CC1,6,-45,64,6,/,/,-6,9,-5.0,69
Cc1cc(C)n2cc(COc3ccccc3)nc2n1,0,-32,106,-3,-2,-2,19,19,1.5,102
COc1cccc(NC(=O)c2cccs2)c1,2,-24,90,-11,-21,0,6,11,0.0,88
COc1ccc(S(=O)(=O)N2CCC(C(=O)Nc3cccc(Cl)c3)CC2)cc1OC,0,-2,79,-3,-32,-2,11,18,-2.1,86
COC(=O)C1C(=O)C2=C(CC1C)NC(C)=C(C(=O)OC(C)C)C2c1ccc(OC)c(O)c1 (centres undefined),0,-23,81,-17,-5,/,7,1,-0.9,92
O=C(Nc1cccc(S(=O)(=O)N2CCCC2)c1)c1ccc2c(c1)OCO2,2,-28,73,15,-5,-11,/,1,-0.3,76
CCN(CC)c1nc(SCC(=O)O)nc(N(CC)CC)n1,1,-57,98,-19,-15,-1,8,6,-2.5,94
Cc1c(O)c(S(=O)c2ccccc2)c(=O)n(-c2ccccc2)c1-c1ccccc1 (centres undefined),1,-42,90,12,61*,2,/,23,0.0,100
CCCS(=O)(=O)N1CCC(C(=O)NCCCN(C)Cc2ccccc2)CC1,4,5,90,13,-6,1,/,4,-0.8,92
Cc1ccc(S(=O)(=O)N2CCCCC2)cc1C(=O)OCC(=O)NC(=O)NC12CC3CC(CC(C3)C1)C2,2,-38,85,5,4,/,/,4,-0.3,90

Sorted by value in E-sel TNF inh (ascending): some entries from above
| structure | E-sel TNF inh |
| --- | --- |
| COc1ccccc1N1CCN(C(=O)c2oc3cc(C)cc(C)c3c2C)CC1 | -6 |
| COc1cccc(NC(=O)c2cccs2)c1 | 6 |
| CCN(CC)c1nc(SCC(=O)O)nc(N(CC)CC)n1 | 8 |

Following part.
SMILES,NPY Y2 blocker,BB579 growth dn,PTEN del growth,GALR2 antag,Yeast life ext,Phagocytosis inh,E-sel TNF inh,Measles CPE,MRP-1 activ,bCat KO growth
COc1ccc(CCNC(=O)CCN2C(=O)C(C)Oc3ccc(C)cc32)cc1OC (centres undefined),5,-5,97,-4,-10,/,21,3,-1.7,93
Cc1cccc(NC(=O)Cn2nnc(C(=O)NCc3cccs3)c2N)c1C,-2,-88,104,5,-10,-1,-30,5,-0.5,101
Cc1c(NC(=O)c2cccs2)cccc1-c1nc2ccccc2s1,6,-11,79,-16,-7,-3,/,24,2.7,74
CC(=O)Nc1ccc(S(=O)(=O)N2CCC(c3nc4ccc(C)cc4[nH]3)CC2)cc1,6,-9,43,11,-3,-1,-41,24,-0.6,25
Cc1ccc(S(=O)(=O)N(CC(=O)N2CCc3ccccc3C2)c2cccc(Cl)c2)cc1,9,-49,78,-3,-19,/,19,13,-3.2,87
CN1CN(C)c2cccc3cccc1c23,5,-33,88,-8,/,/,7,13,-0.5,82
S=C(c1ccc2c(c1)OCO2)N1CCCC1,0,-62,91,2,-17,0,-21,11,-0.5,95
CN(C(=O)CN1C(=O)c2ccccc2S1(=O)=O)c1ccccc1C(=O)O,3,-30,103,-1,-3,0,-8,2,-0.6,107
N#CCCn1cc(/C=N/O)c(-c2ccc(-c3ccccc3)cc2)n1,0,-29,39,17,-18,0,/,6,-4.9,47
CCn1c(SCC(=O)Nc2ccc(Cl)cc2)nnc1C1CC1,1,-14,100,-3,1,/,-9,7,-2.1,92
O=C(NC(NC1CCS(=O)(=O)C1)C(=O)c1ccccc1)c1ccc(Cl)cc1 (centres undefined),3,-9,88,-4,-6,/,15,1,0.7,83
O=C1C2C3C=CC(CO)(O3)C2C(=O)N1c1ccccc1-c1ccccc1 (centres undefined),0,-10,107,76*,-2,-1,51,5,-2.1,93
COc1ccc(C)cc1NC(=S)N1CCN(c2ccccn2)CC1,2,-2,89,2,1,-7,18,8,-0.7,84
Cn1c(=O)c2c(SCC(=O)N3CCOCC3)nc(C3CC3)nc2n(C)c1=O,1,27,84,-4,-6,-1,-19,2,-1.1,99
COc1cccc(NC(=O)Cc2ccccc2)c1,1,-62,123,0,-7,0,/,24,-0.8,106
N#Cc1cc(-c2ccccc2)oc1NC(=O)c1ccccc1,7,-28,102,4,-14,-1,0,10,-0.1,109
CN(c1nc2c(c(=O)n(C)c(=O)n2C)n1CC(=O)c1ccccc1)C1CCCCC1,4,-69,87,3,-5,-1,28,15,-1.7,90
COC(=O)Cn1cc(C#N)c2ccccc21,2,-14,94,6,/,/,-28,5,-1.1,92
Cc1cc(C(=O)OC(C(=O)Nc2cccc(C(F)(F)F)c2)c2ccccc2)c(C)o1 (centres undefined),4,-35,57,-2,-2,-7,/,3,-0.9,71
COc1ccccc1-c1ccc(/C=C2/C=C(CC(C)C)OC2=O)o1,4,-36,98,-1,6,-1,6,3,-2.1,86
Cc1ccc(-c2c(C)sc(=NC(=O)c3ccco3)n2C)cc1,3,-17,104,-19,-17,-2,2,5,0.0,105
Cc1ccc(NC(=O)CNC(=O)c2cccs2)cc1S(=O)(=O)Nc1ccc(Cl)cc1,-2,-25,89,9,-1,-2,24,5,7.0*,87
CCCCN1C(=O)C2C(c3ccc(OC)cc3O)NC(CC(C)C)(C(=O)O)C2C1=O (centres undefined),-1,43,109,-6,-10,0,/,17,1.2,88
CC(C)(C)n1nnnc1C(c1cccnc1)N1CCN(C2CCCCC2)CC1 (centres undefined),5,-33,101,13,1,-1,-3,8,-3.0,95
CN(C(=O)c1ccccn1)c1nnc(-c2cccnc2)s1,0,-29,94,-8,-8,/,5,25,-1.4,98
Cc1ccc2nc(NC(=S)NC(=O)c3cccs3)sc2c1,2,-72,85,-2,-3,/,-10,21,-1.2,93
CCC1CCCCN1C(=O)c1c(-c2ccccc2)noc1C (centres undefined),3,-29,92,7,/,/,0,9,-1.8,86
CC(=O)Nc1ccc(NC(=O)CN2CCN(c3cccc(C(F)(F)F)c3)CC2)cc1,0,-75,84,-7,-14,/,-7,11,-2.0,80
O=C(O)c1cccc(N2C(=O)Nc3ccccc3N2O)c1,4,-55,89,0,5,-10,6,6,-1.4,83
Cc1cc(-c2nnco2)c(C)n1-c1ccc(F)cc1,12,-50,64,8,-12,3,/,8,-0.5,59
CC(C)CNS(=O)(=O)c1cc(C(=O)N2CCOCC2)c(Cl)cc1Cl,-1,-18,92,1,1,-1,-2,17,-0.9,93
O=[N+]([O-])c1cccc(/C(=N/N=C/c2ccccc2Br)C23CN4CN(CN(C4)C2)C3)c1,-1,-33,85,0,1,/,1,41,-3.8,96
O=C(CCn1nc(-c2ccccc2)ccc1=O)N1CCN(c2ccccn2)CC1,1,-24,97,-1,21,8,/,17,-1.1,91
CC(C(=O)NC1CCCC1)N(C(=O)CS(=O)CC(=O)Nc1ccc(F)cc1)c1ccc2c(c1)OCCO2 (centres undefined),1,-14,97,14,-30,/,/,5,-1.9,107
CCOC(=O)c1ccccc1NC(=O)COC(=O)c1ccc(C)c(S(=O)(=O)N2CCOCC2)c1,10,-37,96,-6,-5,0,-23,4,0.1,97
Cc1ccc2[nH]c(=O)c(CN(Cc3ccco3)C(=O)c3cccs3)cc2c1,5,-13,91,-3,-2,/,0,2,-2.2,91
O=C(CCSc1ccccc1)NCCSc1ccccn1,0,-16,97,0,-17,0,-27,4,-2.7,97
CCOc1ncccc1C(=O)NCC1COc2ccccc2O1 (centres undefined),2,-15,95,-11,-15,2,37,17,-0.2,107
Cc1ccc(NNC(=O)C(=O)N2CCCCC2)cc1,0,-13,85,2,-3,-3,/,2,-1.6,89
CCOC(=O)c1ccc(NC(=O)c2cn(-c3ccccc3)nc2-c2ccncc2)cc1,1,-18,62,-10,-17,0,15,3,-1.3,86
Cc1cccc(NC(=O)CSc2ccc(-c3ccco3)nn2)c1C,4,-30,92,11,1,-4,19,11,0.6,86
COC(=O)C(NC(=O)c1ccco1)(Nc1nc(C)cs1)C(F)(F)F (centres undefined),1,-21,106,9,-4,1,-11,6,-0.6,98
CCc1c(C)c2cc(Cl)c(O)c(CN(C)C)c2oc1=O,-1,1,92,-8,3,4,/,4,-2.7,88
CC(C)CCNC(=O)c1ccc2c(c1)N(Cc1ccccc1)C(=O)CS2=O (centres undefined),5,-58,103,1,7,0,-27,9,1.2,99
COC(=O)c1ccccc1NC(=O)N1CSC[C@H]1C(=O)OC,3,-19,92,9,1,1,40,5,-3.4,99
Cc1nc2sc(C(c3cccs3)N3CCC4(CC3)OCCO4)c(O)n2n1 (centres undefined),5,-40,98,3,-4,/,-1,12,-1.5,92
CC(=O)Nc1cc(C(C)C)c(O)c(C(C)C)c1,2,-27,101,4,-4,-1,-2,0,-1.6,94
